# STK33 kinase inh – inhibitors of purified STK33 kinase, primary screen, biochemical, ADP-Glo luminescence, homogeneous, cell-free. Serine/threonine-protein kinase 33 (Homo sapiens), Q9BYT3. AID 2661, 2010. hit rate 0.073% among 320,000. inhibition, % at 10 µM. MBP phosphorylation;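 active means inhibition at or above 25%, using the most active replicate where run in duplicate; inactive means inhibition below 25%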
# Target sequence (Q9BYT3 whole entry, looked up): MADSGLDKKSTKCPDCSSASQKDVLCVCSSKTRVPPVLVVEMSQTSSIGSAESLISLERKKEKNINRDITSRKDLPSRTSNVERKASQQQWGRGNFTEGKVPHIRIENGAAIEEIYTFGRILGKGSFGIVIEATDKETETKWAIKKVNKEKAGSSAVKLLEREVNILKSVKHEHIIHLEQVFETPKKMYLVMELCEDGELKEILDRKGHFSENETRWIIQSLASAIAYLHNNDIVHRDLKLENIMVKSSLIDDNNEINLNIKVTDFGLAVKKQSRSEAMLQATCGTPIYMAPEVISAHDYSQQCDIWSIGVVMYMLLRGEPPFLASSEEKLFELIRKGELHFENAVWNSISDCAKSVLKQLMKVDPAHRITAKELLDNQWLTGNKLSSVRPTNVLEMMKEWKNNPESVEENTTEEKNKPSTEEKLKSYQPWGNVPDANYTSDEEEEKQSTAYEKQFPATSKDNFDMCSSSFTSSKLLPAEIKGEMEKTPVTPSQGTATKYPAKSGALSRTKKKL
# OX1R FRET antag – antagonists of human orexin 1 receptor (OX1R) | OX1R-expressing cells, FRET antagonist read-out | Orexin/Hypocretin receptor type 1 (Homo sapiens), O43613 | inhibition, % at 6.6 µM | hit rate 1.8% among 330,000; in the data active means inhibition mostly above about 38%, no sharp cut-off; inactive means mostly below about 40%;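 further: 0% = agonist challenge alone and 100% = reference antagonist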
# Target sequence (O43613 whole entry, looked up): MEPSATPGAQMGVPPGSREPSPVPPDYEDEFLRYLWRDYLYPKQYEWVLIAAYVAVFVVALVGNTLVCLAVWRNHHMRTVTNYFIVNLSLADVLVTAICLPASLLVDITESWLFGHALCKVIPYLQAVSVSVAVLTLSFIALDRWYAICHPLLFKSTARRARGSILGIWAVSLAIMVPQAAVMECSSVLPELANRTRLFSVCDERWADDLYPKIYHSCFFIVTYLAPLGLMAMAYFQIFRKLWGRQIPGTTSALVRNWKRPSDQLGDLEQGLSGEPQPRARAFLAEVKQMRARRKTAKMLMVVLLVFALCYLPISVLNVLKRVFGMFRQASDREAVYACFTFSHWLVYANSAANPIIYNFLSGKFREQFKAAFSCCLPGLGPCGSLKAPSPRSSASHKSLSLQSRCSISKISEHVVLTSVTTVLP
# The depositor's hits bear a star; / = no result given.
item	smiles	STK33 kinase inh	OX1R FRET antag
1	Cc1nc(N2CCN(c3ccccc3)CC2)nc2c1C(=O)CC(c1ccccc1)C2 (stereo unspecified)	0.3	13.2
2	Cc1ccc2cc(CN(CC(C)C)S(=O)(=O)c3ccccc3)c(=O)[nH]c2c1	0.6	-3.0
3	Cc1ccc(NC(=O)Nc2ccc3c(c2)N(C)C(=O)CS3)cc1C	1.2	13.5
4	CCN(CC)C(=O)N1CCN(C(=O)N(CC)CC)CC1	-1.4	20.9
5	CN(C)/C=N/c1sc2c(c1C#N)CCCC2	-0.2	21.6
6	O=C1NCC(NC(=O)C(F)(F)F)c2cc3c(cc21)OCO3 (stereo unspecified)	-0.2	0.2
7	Cc1ccc(Oc2ccccc2NC(=O)C2=COCCO2)cc1	0.6	22.0
8	Cc1occc1C(=O)Nc1cccc(Cl)c1Cl	-1.2	12.9
9	COc1ccc(/C(=C\Nc2ccc(C)c(C)c2)C(C)=O)cc1OC	0.1	30.1
10	C[N+](C)(C)c1ccc(/C=N/Nc2nc(Cl)c(C#N)c(Cl)c2Cl)cc1	-0.5	28.1
11	O=C(OCc1nc(-c2ccccc2Cl)no1)c1ccco1	-0.4	5.5
12	COc1ccc(Cl)cc1S(=O)(=O)N1CCCC(C(=O)NCc2ccncc2)C1 (stereo unspecified)	-1.8	1.8
13	Cc1c(Cl)c([N+](=O)[O-])nn1CC(=O)NC1CCCCC1	-2.1	36.6
14	O=C(NCc1ccco1)/C(=C\c1cccs1)NC(=O)c1ccsc1	-0.7	15.8
15	O=c1oc2ccccc2n1CCn1c2ccccc2c2nc3ccccc3nc21	1.0	50.3
16	O=C(Nc1cccc(NC(=O)c2cncc(Br)c2)c1)c1cncc(Br)c1	-0.2	8.9
17	CC(=NCCCNC1CCCCC1)C1=C(O)CC(C)(C)CC1=O	-1.9	6.9
18	Cc1cc(S(=O)(=O)N2CCOCC2)ccc1OCC(=O)NCCN1CCOCC1	-1.3	9.3
19	COc1ccc(CCCc2nnc(SCC(=O)NN)o2)c(C)c1	-0.4	10.9
20	Cc1ccccc1OC1C(=O)N(CC2CCCO2)C1c1ccc2c(c1)OCO2 (stereo unspecified)	-1.0	28.4
21	O=C(COC(=O)Cn1cnc2ccccc21)Nc1cc(S(=O)(=O)N2CCOCC2)ccc1Cl	-0.8	15.6
22	O=C(c1cccs1)N(C(=O)c1cccs1)c1ccc(Br)cn1	0.2	9.4
23	Cc1nnc(SCC(=O)c2ccc([N+](=O)[O-])cc2)s1	-2.1	28.1
24	O=C(CCN1C(=O)C2C3CCC(C3)C2C1=O)Nc1ccccc1C(F)(F)F (stereo unspecified)	/	8.4
25	O=C(NCC(=O)N(c1ccc(F)cc1)C(C(=O)NC1CCCC1)c1ccncc1)c1ccco1 (stereo unspecified)	-0.3	6.6
26	CCOc1ccc(C(=O)NCC(=O)N2CC=C(c3ccccc3)CC2)cc1OCC	-2.0	10.0
27	CN(C)c1ccc(C(=O)Nc2ccc(CN3CCS(=O)(=O)CC3)cc2)cc1	-0.7	0.1
28	CC1CN(CCCCSc2ccc(Cl)cc2)CC(C)O1 (stereo unspecified)	-19.2	-4.9
29	COc1ccc(N(C)C(=O)c2ccc3snnc3c2)cc1	0.2	-2.1
30	COc1ccc(C(=O)N2CCC(O)(c3ccc(Cl)cc3)CC2)cc1OC	-2.2	1.3
31	O=C(CC(=O)c1cc(Cl)ccc1O)c1ccccc1	-0.7	16.5
32	O=C1Nc2ccc([N+](=O)[O-])cc2C1(O)N1CCCCCC1 (stereo unspecified)	-2.2	13.2
33	O=C(Nc1cc(Cl)ccc1-n1cncn1)C1CC1	-1.3	23.2
34	CCNc1nc(-c2ccc(OC(F)F)cc2)c(C)s1	-0.5	5.6
35	Cc1nc2nc(C)n(-c3ccccc3)c2s1	-1.0	27.4
36	Cc1ccc(-n2nc3cc(C)c(NC(=S)NC(=O)/C=C/c4ccco4)cc3n2)cc1	0.1	-2.6
37	CN1CCC(=NNC(=O)CN(c2cccc(Br)c2)S(C)(=O)=O)CC1	-0.5	13.7
38	Cc1ncoc1C(=O)N1CCCC(C(=O)c2ccc(-c3ccccc3)c(F)c2)C1 (stereo unspecified)	-0.9	21.5
39	CN(C)C1=NCCN1CCCC1CCCCC1	-1.5	27.1
40	COc1ccccc1N1CCN(C(=S)Nc2cccc(C)c2)CC1	-0.7	8.4
41	CCC(C(=O)OCC(=O)Nc1ccc2[nH]c(=O)[nH]c2c1)c1ccccc1 (stereo unspecified)	-1.1	15.2
42	O=C(Nc1sc2c(c1-c1nc3ccccc3[nH]1)CCCC2)C1CCCC1	-2.1	16.6
43	Cn1c(CC(=O)Nc2ccccc2F)nnc1SCC(=O)NC1=NCCS1	0.4	12.5
44	COC(=O)c1cc(OC)c(OC)cc1NC(=S)Nc1cc(Cl)ccc1OC	-0.4	22.8
45	Cc1ccc(S(=O)(=O)c2ccc([N+](=O)[O-])cn2)cc1	1.8	27.9
46	Cc1ccc(NC(=O)CN(C)C(=O)c2cc3ccccc3o2)cc1	-2.1	14.1
47	O=C(NCc1ccc(Cl)cc1)c1ccc2c(=O)n(CC3CCCO3)c(=S)[nH]c2c1 (stereo unspecified)	0.7	15.2
48	CCOc1nc2cnccc2n(CC(=O)Nc2ccccc2C(=O)OC)c1=O	-2.0	5.7
49	O=c1cc(C(F)(F)C(F)F)oc2ccccc12	0.4	21.8
50	COc1cccc(S(=O)(=O)Nc2ccc(C(=O)N3CCN(C(=O)c4ccco4)CC3)cc2)c1	-0.8	16.9
51	O=C(CCN1CCc2ccccc2C1)Nc1cccc(F)c1	-2.9	16.0
52	Cc1ccc(S(=O)(=O)N2CCCCC2CCNC(=O)C(=O)NC2CCCC2)cc1 (stereo unspecified)	-0.3	19.7
53	CC1c2cc3c(cc2CCN1CC(=O)Nc1ccccc1)OCCCO3 (stereo unspecified)	-0.3	12.7
54	COc1ccccc1NC(=O)c1cc2c(cc1Cl)N1CCCCCC1=NS2(=O)=O	-0.8	4.7
55	COc1ccccc1-n1c(=O)c2c3c(sc2n2c(=S)[nH]nc12)CCC3	-0.4	13.5
56	CC(=O)/C(=N\Nc1ccccc1)Oc1ccc([N+](=O)[O-])cc1	-0.5	14.0
57	CC(C)CCNC(=O)C(c1ccco1)N(Cc1ccccc1)C(=O)c1snc(C(N)=O)c1N (stereo unspecified)	-2.8	18.2
58	Cn1c(C(=O)NC2CCCCC2)cc2c(=O)n(C)c3ccccc3c21	0.5	10.0
59	CCc1nnc(NC(=O)c2ccc3c(c2)C(=O)N(CC)C3=O)s1	-0.7	14.5
60	COc1ccc(-c2noc(Cc3cccs3)n2)cc1	0.3	26.4

# New compounds follow
item	smiles	STK33 kinase inh	OX1R FRET antag
61	Nc1cc(=O)[nH]c(SCC(=O)Nc2cccc(Cl)c2Cl)n1	-0.1	14.4
62	NC(=O)c1ncc(C(F)(F)F)cc1Oc1ccc(C(F)(F)F)cc1	0.2	18.3
63	COc1ccc(NC(=O)CCC(=O)Nc2nnc(CC(C)C)s2)cc1Cl	-1.3	8.3
64	Cc1cccc(CS(=O)(=O)c2ncc(Cl)c(C(=O)Nc3nnc(C(C)C)s3)n2)c1	-0.9	19.9
65	CCN1C(=O)C(=O)N(CC(=O)NC(C)CCc2ccccc2)C1=O (stereo unspecified)	-0.4	-0.4
66	COc1nc2ccc(C)cc2cc1-c1noc(-c2cccnc2)n1	0.4	32.9
67	CC(NC(=O)C1CCCCC1)C(c1cccs1)N1CCN(C)CC1 (stereo unspecified)	0.0	17.3
68	COC(=O)CCCC(=O)Nc1c(F)c(F)c(F)c(F)c1F	-0.3	2.7
69	Cn1cccc1C(=O)NC(=O)COC(=O)c1ccc(O)cc1	-0.9	0.1
70	Cc1cc(C(=O)OCC(=O)c2c(N)n(C)c(=O)n(C)c2=O)c(C)o1	-1.4	7.7
71	O=C1CC2(CCN(C(=O)c3ccccc3F)CC2)Oc2ccccc21	-0.4	18.5
72	CCOC(=O)C1=C(C)NC(C)=C(C(=O)OCC)C1c1nc2ccccc2[nH]1	1.9	2.9
73	CN(Cc1ccccc1)C(=O)C1CCN(S(C)(=O)=O)CC1	-0.9	10.0
74	C=CCn1c(N)cc(=O)nc1SCC(=O)Nc1ccccc1	-1.9	2.6
75	CCOC(=O)C1(CC2CC2)CCN(Cc2cc(Cl)c(O)c(OC)c2)CC1	-0.1	19.7
76	COc1ccc(CNC(=O)CN(Cc2ccccc2)S(=O)(=O)c2ccc(Cl)cc2)cc1	0.7	23.0
77	Cn1nccc1C(=O)NCCN1C(=O)OC(C)(C)C1(C)O (stereo unspecified)	-0.9	0.1
78	CCOC(=O)C1=CN(CC)S(=O)(=O)NC1CC (stereo unspecified)	/	1.6
79	O=C(Cn1c2ccc(F)cc2c2nc3n(c(=O)c21)CCS3)NC1CCCC1	-0.1	24.6
80	COc1cc(C(=O)OC(C)CN2CCCC2)cc(OC)c1OC (stereo unspecified)	0.1	20.0
81	Cn1cccc1/C=N/NC(=O)Cc1cccs1	-1.3	22.3
82	O=C(O)c1cccc(NC2=Nc3cccc4cccc2c34)c1	2.2	11.4
83	Cc1cc(C)n2nc(SCC(=O)N(C)c3ccccc3)nc2n1	-0.9	15.5
84	COc1ccc(N(CC(=O)NCCC2=CCCCC2)S(=O)(=O)c2ccccc2)c(OC)c1	-1.5	61.9*
85	Cc1ccc(C(=O)N2CC(C)CC(C)C2)cc1NC1=NC2CS(=O)(=O)CC2S1 (stereo unspecified)	0.0	-4.1
86	COCc1nn2c(N)c(-c3ccccc3)cnc2c1-c1ccccc1	-2.1	30.5
87	O=C(NCC(=O)N(c1ccccc1)C(C(=O)NC1CCCC1)c1cccnc1)c1cccs1 (stereo unspecified)	0.7	1.2
88	COC(=O)c1sc2cc(C(F)(F)F)cnc2c1-c1ccccn1	0.8	34.8
89	Cc1cc(NC(=O)CC2CCCC2)ccc1Br	-0.6	18.8
90	O=C(c1ccc(Cl)cc1)N1CCN(C(=O)c2ccco2)CC1	-0.4	9.9
91	COc1cccc(CN(C)C(=O)CCc2nnc(-c3ccsc3)o2)c1	-0.2	0.9
92	COc1ccc([N+](=O)[O-])cc1NC(=O)C(C)OC(=O)C1c2ccccc2Oc2ccccc21 (stereo unspecified)	-0.6	44.8
93	O=C(NC1CC2CCCC(C1)N2Cc1cccs1)c1ccc([N+](=O)[O-])cc1 (stereo unspecified)	0.4	42.7
94	CC1(C)CC(=O)C=C(Nc2ccccc2O)C1	-2.2	7.9
95	CCC(=O)Nc1ccc2oc(-c3cccc(C)c3)nc2c1	2.4	25.2
96	Cc1cc(C)c2c(N)c3ccccc3nc2n1	0.5	30.2
97	CCC(NC(=O)c1cc(COc2c(F)cccc2F)on1)c1ccncc1 (stereo unspecified)	-0.5	31.9
98	CC1(C)CC(=O)c2c(n(S(=O)(=O)c3ccccc3)c3ccc(NS(=O)(=O)c4ccccc4)cc23)C1	-0.2	1.3
99	O=C(c1cccc(C(F)(F)F)c1)C1CCCN(C(=O)Cn2cncn2)C1 (stereo unspecified)	0.3	3.4
100	O=C(NCc1ccccc1)C1CCN(S(=O)(=O)c2cc([N+](=O)[O-])ccc2Cl)CC1	-0.3	24.7
101	COc1cc(C2C(C#N)=C(N)N(c3cccnc3)C3=C2C(=O)CC(C)(C)C3)ccc1O (stereo unspecified)	-0.2	-0.4
102	O=C(Nc1nnc(SCCC2OCCO2)s1)C1CC(=O)N(c2ccccc2)C1 (stereo unspecified)	-0.7	20.0
103	COC(=O)/C(=C\C(=O)c1ccccc1)Nc1ccc(OC)cc1	0.2	-0.3
104	COc1ccc(C2/C=C\CN(C(=O)OCC3c4ccccc4-c4ccccc43)CC(=O)N2Cc2cccc(F)c2)cc1 (stereo unspecified)	/	8.9
105	Cc1ccc(-c2c(C(=O)O)c(C(=O)O)c3n2CSC3)cc1	0.5	-3.4
106	COc1ccc(-c2cc(-c3cccs3)c(C#N)c(SCC(=O)NCc3ccccc3OC)n2)cc1	-0.3	27.2
107	NS(=O)(=O)c1ccc(NC(=S)NCc2ccco2)cc1	0.2	7.5
108	CCNc1nc(Oc2ccccc2)nc(OC(C)C(=O)OCC)n1 (stereo unspecified)	-1.4	9.7
109	Cc1noc(C)c1C(=O)NC(C)C12CC3CC(CC(C3)C1)C2 (stereo unspecified)	-1.8	12.8
110	CCCCNC(=O)CC1N=C2c3ccccc3N=C(SCC(=O)Nc3ccccc3OC)N2C1=O (stereo unspecified)	-1.8	4.8
111	CN(C)c1nc(N)nc(/C(C#N)=C/C2CC3C=CC2C3)n1 (stereo unspecified)	0.8	20.9
112	O=C(O)c1ccc2c(=O)n(-c3ccc(F)cc3)c(=S)[nH]c2c1	1.1	10.3
113	Cc1cc(N(C)/N=C/c2ccccc2O)nc(-c2ccccc2O)n1	-0.3	8.2
114	COc1ccc(-c2nnc(SCC(=O)Nc3nncs3)o2)cc1	-0.2	25.0
115	COc1ccc(C2(c3ccc(OC)cc3)NC(=O)N(CC(=O)NCC(C)c3ccccc3)C2=O)cc1 (stereo unspecified)	0.6	-3.8
116	O=C(CCC(=O)OCCCC(F)(F)C(F)(F)F)Nc1ccccc1	-0.5	13.9

# Screening results: PubChem, several laboratories
